MC4R antag cAMP – antagonists of human melanocortin 4 receptor (MC4R); AID 540295; 360,000 tested, 0.48% active; inhibition, % at 6.5 µM; MC4R-expressing cells, MTII-stimulated cAMP, LANCE TR-FRET; P32245;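 active = inhibition above its plate's cutoff, the mean of tested wells on that plate plus 3 SD, cut at about 29% in these data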;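 note: 0% = Melanotan II alone and 100% = Melanotan II plus saturating MCL0020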
Target sequence (P32245 whole entry, looked up): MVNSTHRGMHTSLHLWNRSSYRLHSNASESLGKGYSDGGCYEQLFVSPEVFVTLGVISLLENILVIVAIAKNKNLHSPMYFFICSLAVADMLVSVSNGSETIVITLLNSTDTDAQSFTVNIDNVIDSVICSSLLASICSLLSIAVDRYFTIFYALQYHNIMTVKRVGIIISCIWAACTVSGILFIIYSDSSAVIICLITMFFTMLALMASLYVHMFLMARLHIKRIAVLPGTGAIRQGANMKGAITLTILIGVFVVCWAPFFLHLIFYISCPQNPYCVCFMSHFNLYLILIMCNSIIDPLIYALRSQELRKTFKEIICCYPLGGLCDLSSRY
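Material: human MC4R-expressing U2OS cells. Probe or stimulus: Melanotan II challenge. Dosing: 6.5 µM single dose. Times: 30-min compound, 1-h challenge, 1-h detection, room temperature. Technique: TR-FRET with Eu-cAMP and labeled anti-cAMP, 671 nm. Replication: singlicate.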
Exocytosis inh – blocks lytic granule exocytosis. TALL-104 LAMP-1 surface exposure, flow cytometry; cells stimulated with thapsigargin and PMA. inhibition, % at 10 µM. 360,000 tested, 0.66% active;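 active = inhibition above about 55%, limit read from the data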
ABCB6 inh MLPCN – blocks the human ABCB6 transporter; Q9NP58; K562-ABCB6 porphyrin accumulation, flow cytometry, 1 h; hits give low values; fluorescence ratio to DMSO, % at 10 µM; 360,000 tested, 0.19% active; AID 602162;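 active = fluorescence ratio to DMSO below 75%, the collection mean minus 3 SD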;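 note: signal is porphyrin accumulated inside mitochondria; 100% equals median channel fluorescence of DMSO control wells; lower ratio means ABCB6 inhibition with less porphyrin fluorescence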
aDG glyco up – increases alpha dystroglycan glycosylation. Pro5-aDG cells, alpha-DG glycosylation AlphaScreen (IIH6); 0% Pro5, 100% B10-LARGE cell signal. activation, % at 10 µM. 360,000 tested, 0.22% active;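 active = activation of at least 8% versus controls, or a plate z-score of at least 8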;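 note: Pro5 are CHO cells carrying HIG-tagged alpha-DG that lacks glycosylation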
iPSC survival up – increases survival of single human iPS cells; hiPSC single-cell survival, ATPlite luminescence; 100% = ROCK inhibitor wells, 0% = DMSO; survival enhancement, % at 20 µM; 360,000 tested, 0.044% active; AID 602274; in the data active = survival enhancement above about 18%;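 note: cells exposed to compounds for 16 hours before the ATP read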
N-glyco inh – N-linked glycosylation inhibition; reporter increase, % at 12.5 µM; D54 ERlucT glycosylation luciferase reporter, 24 h; percent of 100 nM tunicamycin response; 360,000 tested, 0.23% active;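 active = mean luciferase reporter signal, scaled so untreated is 0 and the glycosylation-blocking control 100, at or above a set limit in every replicate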;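 note: luciferase carries N-glycosylation sites so blocking glycosylation raises the light; 0% = median of neutral control wells and 100% = median of 100 nM tunicamycin wells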
H9c2 protect – modulators protecting cardiomyocytes from myocardial damage | H9c2 cardiomyocytes, H2O2 injury protection, ATPLite, 2 h | protection from H2O2 cell death, % at 20 µM | 360,000 tested, 0.63% active | AID 588492;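 active = compounds giving at least 50% protection of heart cells from peroxide-induced death in the single-dose screen, raw or plate-pattern-corrected value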;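 note: 0% = DMSO wells with peroxide and 100% = DMSO wells without peroxide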
ABHD5 PLIN5 PPI – ABHD5-PLIN5 protein interaction inhibition | AID 602281 | Split G. princeps luciferase complementation, luminescence, 4 h | 360,000 tested, 0.78% active | inhibition, % at 4 µM;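 active = inhibition above the mean inhibition across every tested compound plus 3 SD, cut at about 22% in these data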;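 note: 0% = DMSO only wells and the 100% control is not disclosed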
HTR2A ag – activates the mouse 5-HT2A serotonin receptor; P35363; CHO-K1 mHTR2A beta-arrestin complementation, luminescence; percent of 30 µM serotonin response; activation, % at 7.6 µM; 360,000 tested, 0.66% active; AID 624169;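 active = activation above a run cutoff, the mean activation of all tested compounds plus 3 SD, cut at about 14% in these data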;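 note: 0% = plate median of compound wells and 100% = 30 µM serotonin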
Target sequence (P35363 whole entry, looked up): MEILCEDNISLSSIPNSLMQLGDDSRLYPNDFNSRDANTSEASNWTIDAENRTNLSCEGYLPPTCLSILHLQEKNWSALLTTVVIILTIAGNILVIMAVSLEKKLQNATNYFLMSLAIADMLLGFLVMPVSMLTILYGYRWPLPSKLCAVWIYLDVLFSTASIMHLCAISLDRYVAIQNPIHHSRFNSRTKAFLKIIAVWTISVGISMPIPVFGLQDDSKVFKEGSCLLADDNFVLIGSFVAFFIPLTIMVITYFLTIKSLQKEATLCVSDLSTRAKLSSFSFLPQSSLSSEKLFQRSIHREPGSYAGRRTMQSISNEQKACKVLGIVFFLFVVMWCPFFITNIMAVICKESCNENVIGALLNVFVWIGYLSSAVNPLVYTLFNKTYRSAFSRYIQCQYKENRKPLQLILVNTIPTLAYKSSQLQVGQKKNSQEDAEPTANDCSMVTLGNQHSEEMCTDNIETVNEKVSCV
MC4R barr agon – human MC4R agonism via beta-arrestin; P32245; U2OS MC4R beta-arrestin complementation, luminescence; percent of melanotan II response, DMSO zero; activation, % at 8.9 µM; 360,000 tested, 0.98% active; AID 540308;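 active = activation above a per-plate cutoff, the mean activation of sample wells on that plate plus 3 SD, cut at about 8% in these data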
Numbers without * were called inactive; nt = not tested or not shown.

SMILES | MC4R antag cAMP | Exocytosis inh | ABCB6 inh MLPCN | aDG glyco up | iPSC survival up | N-glyco inh | H9c2 protect | ABHD5 PLIN5 PPI | HTR2A ag | MC4R barr agon
COCCn1cnc2c1c(=O)n(Cc1ccc(C#N)cc1)c(=O)n2Cc1ccccc1 | 10 | 5 | 171 | 0.1 | -0.2 | -3 | 1 | -4 | 6 | -1.9
COc1cccc(NC(=O)C2(C)CCCN(C(C)C)C2)c1 (stereo unspecified) | 11 | -3 | 98 | -0.1 | -0.6 | -1 | -4 | 9 | -3 | -0.6
N#Cc1ccc(C23CC4(C2)[C@H](CN(CC2CCCCC2)[C@@H]4c2ccccc2)C3c2ccc(Cl)nc2)cc1 (stereo partly specified) | 5 | 5 | 88 | -0.1 | -3.3 | -9 | 2 | -4 | -2 | -1.3
Cc1coc2cc3oc(=O)c(CCC(=O)NCCN4CCOCC4)c(C)c3cc12 | 4 | 6 | 104 | 0.0 | 4.2 | 4 | -10 | -2 | -6 | 0.2
O=C(NNC1CC(=O)N(c2ccccc2)C1=O)c1cccnc1 (stereo unspecified) | -7 | 4 | 100 | 0.0 | -0.1 | 0 | 4 | -1 | 1 | 0.5
CSc1ncccc1C(=O)NCc1nnc2ccccn12 | 0 | -1 | 97 | -0.2 | -1.3 | 1 | 2 | 8 | -4 | 0.4
O=C1COc2cc(O)ccc21 | 9 | -2 | 101 | 0.1 | -1.3 | -1 | -2 | 9 | -1 | -2.2
Oc1c(C2=NCCNC(C(F)(F)F)=C2)ccc2ccccc12 | 0 | 11 | 104 | -0.6 | -2.7 | 7 | -14 | 1 | -1 | -1.2
C=CCN1C=C2C(=O)C(C)(OC(=O)C3CCCC3)C(=O)C(c3ccccc3)=C2C=C1CCCC(=O)OC (stereo unspecified) | 13 | 0 | 110 | 0.3 | 4.0 | 3 | -3 | 4 | -3 | 1.3
O=C1NC(N2CCOCC2)=N/C1=C/c1ccc2c(c1)OCO2 | -34 | -1 | 100 | -0.5 | 0.3 | -2 | -1 | 2 | -3 | 0.1
CCC1(C)Cc2nc3[nH]c(=S)n(-c4ccccc4C)c(=O)c3cc2CO1 (stereo unspecified) | 5 | -4 | 102 | 0.3 | 0.6 | -2 | 1 | -2 | -6 | -0.1
COc1cccc2c(=O)cc(C)n(CC(=O)Nc3ccccc3C)c12 | 0 | 1 | 91 | 0.7 | 1.5 | -1 | -12 | -4 | 3 | -0.6
O=C(O)C1=CCCN(CCON=C(c2ccccc2)c2ccccc2)C1 | 5 | -1 | 100 | 0.3 | 3.5 | -1 | 12 | -2 | 0 | -1.1
CCCCCN(C(=O)CCC(=O)OC(C)C(=O)NCc1ccccc1)c1c(N)n(CCCC)c(=O)[nH]c1=O (stereo unspecified) | 1 | -1 | 86 | 0.2 | -0.3 | 3 | -3 | -4 | 5 | -2.0
CCOC(=O)c1ccccc1NC(=O)CSc1nnnn1C1CCCCC1 | 1 | -2 | 104 | 0.2 | 0.1 | -5 | -6 | -6 | 2 | 0.3
CCOC(=O)C(NC(=O)c1ccccc1F)(Nc1cc(C)on1)C(F)(F)F (stereo unspecified) | 8 | -5 | 107 | -0.1 | 0.2 | -4 | -3 | -1 | -2 | -2.0
CCC1CCCCN1CCCNC(=O)C1CCC(CNS(=O)(=O)c2c(C)cc(C)cc2C)CC1 (stereo unspecified) | 2 | 1 | 96 | 1.4 | -0.5 | -1 | 5 | 10 | -1 | 1.8
Cc1ccc(S(=O)(=O)/N=C(/Nc2cccc3ccccc23)c2ccc(F)cc2)cc1 | 14 | -2 | 91 | 0.0 | -0.1 | -4 | 1 | 2 | -6 | 5.5
Cc1cc(C)n(Cc2ccc(NC(=O)c3nn(C)cc3[N+](=O)[O-])cc2)n1 | 13 | -3 | 94 | 0.1 | 0.6 | 4 | 35 | 7 | 2 | 0.6
N#C/C(=C/C1=C(N2CCOCC2)C(=C/c2cccc([N+](=O)[O-])c2)/CC1)C(=O)Nc1ccccc1F | -3 | 3 | 745 | 0.0 | -1.2 | -7 | 4 | 8 | -1 | -3.0
COc1ccc(N(CC(=O)Nc2ccccc2C(=O)N2CCOCC2)S(=O)(=O)c2ccc(F)cc2)cc1 | 4 | 4 | 100 | -0.1 | 0.9 | -1 | 10 | 5 | -1 | -1.8
COc1ccc(-c2cn(-c3ccc(C)cc3)c(=O)n2CC(=O)Nc2ccc(OC)c(OC)c2)cc1 | 3 | 0 | 102 | -0.4 | -3.1 | -2 | 12 | 0 | -7 | -1.0
CC1CCCC(C)N1C(=O)Nc1cccc(Cl)c1 (stereo unspecified) | 0 | -1 | 98 | -0.1 | -2.9 | 2 | 4 | 8 | 3 | -2.4
CCn1c(Nc2ccccc2Cl)nc2ccccc21 | -2 | 0 | 99 | 0.2 | 0.8 | 1 | -11 | -7 | -6 | -0.3
CCOc1ccc(NC(=O)CSc2ccc(-c3cccnc3)nn2)cc1 | 4 | 3 | 97 | 0.5 | -0.3 | 0 | -1 | 2 | 13 | -1.7
COc1ccc(C2N(c3ccc(C)cc3)CCN2c2ccc(C)cc2)cc1O | 9 | -3 | 96 | -0.2 | -1.3 | 2 | -10 | -5 | 0 | 0.5
Cc1nc2sc(C(c3ccccc3)N3CCN(CCO)CC3)c(O)n2n1 (stereo unspecified) | 10 | -1 | 98 | -0.4 | 4.3 | 2 | 9 | 5 | 32* | -1.5
N#Cc1c(NC(=O)Cn2nc(C(F)(F)F)c3c2CCCC3)sc2c1CCC2 | 10 | 4 | 94 | 0.1 | 6.5 | -1 | 4 | 1 | -2 | -0.9
CCCn1c(=O)c(C(=O)Nc2ccccc2C(=O)OCC)c(O)c2ccccc21 | 3 | 0 | 97 | 0.1 | 4.2 | 1 | 15 | 1 | -1 | -2.0
O=C(NNC(=O)c1ccccc1F)c1ccc(-n2cncn2)c([N+](=O)[O-])c1 | 1 | 9 | 98 | 0.1 | 0.2 | 1 | 6 | 0 | 5 | -1.1
N/C(=N\OC(=O)CCC1CCCC1)c1ccccn1 | -1 | 3 | 100 | 0.0 | -1.4 | -4 | -4 | 0 | 3 | 1.6
CCOc1ccc(NCC(=O)N/N=C/C=C/c2ccccc2)cc1 | -3 | 1 | 99 | -0.6 | -1.6 | 0 | -11 | -1 | 2 | -0.9
CC[N+](CC)(CC(=O)Nc1c(C)cccc1C)Cc1ccccc1 | 0 | -4 | 103 | 0.0 | 0.4 | 2 | 4 | -6 | -1 | -0.8
O=c1[nH]c(N2CCOCC2)cc2ccccc12 | 7 | 2 | 100 | -0.3 | 2.3 | 0 | 56* | 0 | -4 | -2.1
Cc1ccc(C(C)C)cc1OCC(=O)Nc1ccc(-n2cnnn2)cc1 | 5 | -3 | 95 | 0.2 | -0.4 | -3 | -8 | -2 | 1 | -1.8
Cc1cc(C)c(S(=O)(=O)N(CC(=O)O)C2CCCCC2)c(C)c1 | 6 | -2 | 105 | 0.0 | 0.1 | 1 | 5 | -1 | 4 | -1.7
CCc1nc(N2CCCCC2C(=O)O)c2oc3ccccc3c2n1 (stereo unspecified) | 9 | -3 | 97 | 0.0 | -0.4 | 2 | -11 | -6 | 3 | -1.3
Cc1ccc(NC(=S)NCc2cccnc2)cc1 | 10 | -7 | 97 | -0.1 | 3.2 | -1 | -2 | 5 | 4 | 2.8
Cc1nc2c(OCc3ccc(F)c(F)c3)cccn2c1N(C)C(=O)CCC1CCCC1 | 5 | 9 | 99 | 0.6 | -3.8 | 0 | -4 | 4 | -2 | 1.4
C=CCn1c(SCC(N)=O)nnc1-c1cc2c(s1)CCC(CC)C2 (stereo unspecified) | 12 | -5 | 96 | -0.1 | -1.8 | 1 | -8 | 1 | 1 | -0.3
CCOC(=O)NC(NS(=O)(=O)c1ccccc1)(C(=O)OCC)C(F)(F)F (stereo unspecified) | 9 | 4 | 101 | 0.1 | -0.1 | 3 | 0 | 1 | 1 | -0.3
O=C(Cn1ccc(NC(=O)OCc2ccccc2)nc1=O)NCCc1ccccn1 | 0 | 0 | 96 | 0.2 | 1.3 | 4 | -6 | 5 | -2 | -1.9
CCN(CC)S(=O)(=O)c1cccc(C(=O)N2CCCc3ccccc32)c1 | -1 | 10 | 98 | 0.0 | 0.9 | -3 | 5 | -8 | 4 | -1.2
Cn1c(CCN2CCCC2)nc2cc(NS(=O)(=O)c3ccccc3)ccc21 | 8 | 0 | 98 | 0.5 | -0.4 | -16 | -3 | 18 | 4 | -1.7
NC(=O)Cc1ccc2c(c1)[nH]c1ccccc12 | 1 | 0 | 98 | 0.0 | 0.4 | 0 | -4 | -2 | 7 | 0.7
CCn1c2ccccc2c2cc(/C=N/NC(=O)c3ccncc3)ccc21 | 9 | -1 | 100 | 0.2 | 0.1 | -11 | 39 | 3 | -8 | -1.8
CC(C)(C)NC(=O)C1C(c2ccccc2)=Nc2ccccc2N1C(=O)c1ccc(C(F)(F)F)cc1 (stereo unspecified) | nt | 4 | nt | 0.4 | nt | nt | nt | -17 | -3 | nt
O=c1c2ccccc2nc(SCc2cccc(F)c2)n1C1CCCC1 | 12 | 0 | 100 | -0.1 | 2.0 | -8 | -6 | -1 | -1 | 0.8
O=C(CN1C(=O)CSc2ncccc21)N1CCOCC1 | 6 | 15 | 105 | 0.0 | 4.8 | 2 | -2 | -1 | -3 | -0.7
CC(=O)Nc1cccc(N/C=C(\C=O)c2nc3ccccc3o2)c1 | -2 | 56* | 100 | 0.4 | -1.2 | 1 | 33 | -4 | 1 | -2.2
S=C1N(c2ccccc2)C(c2ccc(Cl)cc2)N2CCCN12 (stereo unspecified) | 8 | 3 | 112 | -0.1 | 2.3 | 1 | -15 | 2 | 0 | -0.9
O=C(COc1cc([N+](=O)[O-])cc2cccnc12)NCCC1=CCCCC1 | 4 | -1 | 93 | 0.1 | -0.1 | 4 | 0 | -1 | -4 | 0.8
S=c1[nH]nc(-c2ccccc2)n1/N=C/c1cccs1 | 5 | -9 | 99 | 0.0 | 0.6 | 4 | -1 | -3 | -3 | 0.2
Cc1ccc(S(C)(=O)=O)cc1C(=O)OCC(=O)N(Cc1ccccc1)Cc1ccccc1 | 3 | -3 | 94 | -0.1 | 0.0 | -2 | 9 | 5 | -4 | -0.2
O=C(/C=C/c1ccco1)c1ccccc1O | 11 | 0 | 103 | -0.1 | -1.4 | 4 | -1 | 8 | -2 | -0.6
COc1cccc(NC(=O)COC(=O)c2ccco2)c1 | 5 | -1 | 97 | 0.9 | -2.6 | 3 | -3 | -2 | 0 | -0.1

Entries above shown as hits in HTR2A ag:
mol	MC4R antag cAMP	Exocytosis inh	ABCB6 inh MLPCN	aDG glyco up	N-glyco inh	ABHD5 PLIN5 PPI	HTR2A ag	MC4R barr agon
Cc1nc2sc(C(c3ccccc3)N3CCN(CCO)CC3)c(O)n2n1 (stereo unspecified)	10	-1	98	-0.4	2	5	32*	-1.5

Screening results: PubChem, several laboratories
